# Bioassay records as filed in PubChem.
# HePTP inh – blocks human HePTP tyrosine phosphatase; P35236; recombinant HePTP phosphatase activity, OD absorbance; inhibition, % at 20 µM; 0.64% of 110,000 active; AID 521; in the data active = inhibition above about 50%;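 note: plate controls were vehicle for no effect and reference inhibitor for full effect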
# Target sequence (P35236 whole entry, looked up): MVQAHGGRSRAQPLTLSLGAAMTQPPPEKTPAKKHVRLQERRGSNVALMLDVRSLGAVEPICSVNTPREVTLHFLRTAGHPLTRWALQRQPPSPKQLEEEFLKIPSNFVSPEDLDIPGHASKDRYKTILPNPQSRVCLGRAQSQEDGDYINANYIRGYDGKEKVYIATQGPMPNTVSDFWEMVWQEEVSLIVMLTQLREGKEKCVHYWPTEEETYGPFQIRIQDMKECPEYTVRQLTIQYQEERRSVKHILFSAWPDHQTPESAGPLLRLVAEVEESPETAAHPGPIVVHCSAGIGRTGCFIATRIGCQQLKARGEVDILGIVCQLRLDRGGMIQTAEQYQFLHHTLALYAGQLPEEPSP
# BAP1 inh – inhibitors of human BAP1 deubiquitinase | Q92560 | AID 436 | activity remaining (% of control), % at 20 µM | recombinant BAP1, Ub-AMC hydrolysis fluorescence kinetic; stronger effect = lower value | 0.48% of 72,000 active;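 active = activity remaining at or below 50% of control, provided the compound also passes the data quality filters; inactive = the rest, including low values that fail the filters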;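 note: 100% = DMSO wells rate and 0% = substrate alone blank rate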
# Numbers without * were called inactive; nt = not tested or not shown; & = joins results of further samples.
SMILES,HePTP inh,BAP1 inh
COC(=O)C(CCCC(C(=O)OC)C(=O)OC)C(=O)OC,-6,nt
CCOc1cccc(-c2nnc3n2N=C(c2cc(OC)ccc2OC)CS3)c1,-9,71
CCCCCCn1c(SCC(=O)Nc2cc(C)on2)nc2ccccc2c1=O,10,146
COc1ccc(-c2nc(C#N)c(NC(C)C)o2)cc1,6,nt
CCOc1ccccc1NC(=O)Cn1nnc(C(=O)Nc2ccccc2Cl)c1N,4,82
COc1ccccc1CC(=O)Nc1ccc(Br)c(C)c1,8,nt
COc1ccc(-c2nnc(SCC(=O)c3cccs3)o2)c(OC)c1,0,93
COC(=O)c1oc2ccc(Cl)cc2c1NC(C)=O,7,70
Cc1ccc(NC(=S)c2ccccn2)cc1,-14,nt
Cn1c(C(=O)N2CCCC(C(=O)NCc3cccs3)C2)cc2sccc21 (stereo not drawn),-1,nt
CCN(CCCNC(=O)CCCN1C(=O)COc2ccc(C)cc21)c1cccc(C)c1,3,97
O=S(=O)(Cc1ccccc1)Nc1ccc(Br)cn1,-6,nt
CN(C)S(=O)(=O)c1ccc(N2CCCC2)c(C(=O)Nc2ccccc2N2CCOCC2)c1,8,112
CC(C)=C1C2C=CC1C1C(=O)N(c3ccccc3[N+](=O)[O-])C(=O)C21 (stereo not drawn),8,nt
COCCNC(=O)c1ccccc1[N+](=O)[O-],6,nt

# 4 entries already listed, ordered by the value under HePTP inh, rising:
SMILES,HePTP inh,BAP1 inh
CCN(CCCNC(=O)CCCN1C(=O)COc2ccc(C)cc21)c1cccc(C)c1,3,97
COCCNC(=O)c1ccccc1[N+](=O)[O-],6,nt
COC(=O)c1oc2ccc(Cl)cc2c1NC(C)=O,7,70
CC(C)=C1C2C=CC1C1C(=O)N(c3ccccc3[N+](=O)[O-])C(=O)C21 (stereo not drawn),8,nt

# The listing picks up; the 3 compounds before the break are reprinted first.
SMILES,HePTP inh,BAP1 inh
CN(C)S(=O)(=O)c1ccc(N2CCCC2)c(C(=O)Nc2ccccc2N2CCOCC2)c1,8,112
CC(C)=C1C2C=CC1C1C(=O)N(c3ccccc3[N+](=O)[O-])C(=O)C21 (stereo not drawn),8,nt
COCCNC(=O)c1ccccc1[N+](=O)[O-],6,nt
CC(C)(C)OC(=O)NCCc1nnc(SCC(=O)Nc2cccc(Cl)c2)o1,0,92
CC1(O)c2ccccc2C(=O)N1CCc1ccccc1F (stereo not drawn),9,106
CCn1c(SCC(=O)c2ccccc2)nc2ccccc2c1=O,-3,nt
C=CCOc1cccc(C2C(C(=O)c3ccc(C)o3)=C(O)C(=O)N2Cc2ccncc2)c1 (stereo not drawn),-3,75
CCn1c(SCC(=O)Nc2ccc(N(C)C)cc2)nnc1-c1cccc(C)c1,1,102
Cc1c(OCc2ccccc2)ccc2c3c(c(=O)oc12)CCCC3,6,nt
Cc1cccc(C)c1OCc1nnc(SCC(=O)Nc2nccs2)o1,-2,85
Cc1onc(-c2ccccc2)c1C(=O)NCc1ccccc1,-10,nt
C=CCNC(=O)c1cccc(OCc2ccccc2)c1,3,nt
O=[N+]([O-])c1ccc(C=NCC23CC4CC(CC(C4)C2)C3)cc1,nt,90
CCn1cc(C(=O)O)c(=O)c2cc3c(cc21)OCO3,nt,90
COc1ccccc1C1CC(c2ccccc2)Nc2ncnn21 (stereo not drawn),6,100
O=C(NCc1ccco1)C1CCCN1C(=O)NCc1ccccc1 (stereo not drawn),5,90
CC(=O)CC1(C)OC(N)=C(C#N)C1(C#N)C#N (stereo not drawn),3,98
COC(=O)CSc1nnc(-c2cccc(NC(=O)c3ccc(C)cc3)c2)n1C,4,99
CCN1CCC[C@H]1CNC(=O)c1cc(S(N)(=O)=O)ccc1OC,nt,95
O=C1C(=O)N(Cc2cccnc2)C(c2ccc(F)cc2)/C1=C(\O)c1ccccc1 (stereo not drawn),6,nt
CSCCC(NC(=O)C1CC1)c1nc2ccccc2[nH]1 (stereo not drawn),4,113
COc1cc(C2Nc3ccccc3NC3=C2C(=O)CC(C)(C)C3)cc(OC)c1OC(C)=O (stereo not drawn),3,nt
Cn1c(O)c(N=Nc2ccc(Br)cc2)c(=O)[nH]c1=O,-4,nt
CC(=O)Oc1ccc(C(=O)Nc2cc([N+](=O)[O-])ccc2O)cc1,22,nt
O=C(Cn1nc(Cc2cccnc2)c2ccccc2c1=O)NCC1COc2ccccc2O1 (stereo not drawn),1,75
O=C(CCCCCN1C(=O)c2ccccc2C1=O)Nc1nccs1,7,92
COc1ccccc1N1CCN(C(CNS(=O)(=O)c2ccccc2)c2cccnc2)CC1 (stereo not drawn),5,123
CCSc1nnc(NC(=O)c2cc3c(s2)CCCC3)s1,5,nt
Cc1c(C(=O)NC2CCCc3ccccc32)oc2ccc(S(=O)(=O)N3CCOCC3)cc12 (stereo not drawn),4,70
COC(OC)C12c3ccccc3C(c3ccccc31)C1C(=O)N(c3cccc(C)c3C)C(=O)C12 (stereo not drawn),-18,nt
COc1ccc(N=C(Sc2nc3ccccc3o2)c2ccc([N+](=O)[O-])cc2[N+](=O)[O-])cc1,8,nt
CCCCc1ccc(NC(=O)COc2ccc(Cl)cc2)cc1,nt,228
CCOC(=O)C1CCc2sc(N)c(C#N)c21 (stereo not drawn),4,92
COc1cccc(C2=NN(C(=O)COc3ccccc3)C(O)(C(F)(F)F)C2)c1 (stereo not drawn),6,nt
O=C1NC(=S)N(c2cccc(Br)c2)C(=O)/C1=C/c1ccc(O)c(Cl)c1,1,nt
COC(=O)CN1C(=O)C(O)(CC(=O)c2ccc(C)cc2)c2ccccc21 (stereo not drawn),0,95
COc1ccc(N2C(=O)/C(=C/c3cc([N+](=O)[O-])cc(OC)c3O)SC2=S)cc1,104*,nt
Cc1nn(Cc2ccccc2Cl)c2sc(C(=O)OC3CCCC3=O)cc12 (stereo not drawn),5,92
COc1ccccc1N(CC(=O)Nc1cc(C)on1)S(=O)(=O)c1cccs1,nt,144
Cc1cc(C)cc(CC2CC(=O)N(c3ccc([N+](=O)[O-])cc3)C2=O)c1 (stereo not drawn),-12,nt
COc1ccc(C(C)=O)cc1COC(=O)c1c(C)noc1C,5,96
C/C(N)=C(/C#N)C(=O)CSc1nnc(Nc2cccc(C)c2)s1,13,90
O=C1NC(=S)NC(=O)C1=Cc1ccc(Cl)cc1Cl,-7,nt
CS(=O)(=O)c1ccc(C(=O)NC2CCOC2=O)cc1 (stereo not drawn),-6,nt
Cc1ccc(-n2c(Cc3cccn3C)nnc2SCC(=O)Nc2cc(C)on2)cc1,-10,87
Nc1nonc1C(=O)OCc1ccccc1,-19,nt
COc1ccc(-n2c(Cc3cccn3C)nnc2SCC(=O)Nc2cccc(Cl)c2)cc1,-8,68
O=C(NCCN1C(=O)C2C3C=CC(C3)C2C1=O)Nc1cccnc1 (stereo not drawn),2,89
CCCc1nc2ccccc2n1C(=O)c1ccccc1C(=O)O,-3,nt
COc1ccc(C(=O)NCCC(c2ccccc2)c2ccccc2)cc1OC,-6,nt
C#CCOc1ccc(Cl)cc1/C=N/O,10,100
COc1cccc(-n2c(SCc3c(C)noc3C)nnc2-c2cccc(S(=O)(=O)N(C)C)c2)c1,9,143
COc1ccc(/C=C2\C(=O)NC(=S)N(c3ccc(Br)cc3C)C2=O)cc1OC,-2,nt
c1ccc2c(-c3ccncc3)c[nH]c2c1,-2,96
CC1=C(C(=O)Nc2ccc(Cl)cc2)C(c2ccc(F)cc2)NC(=O)N1 (stereo not drawn),2,nt
CCCOC(=O)c1cc2ccccc2oc1=O,3,76
c1ccc(-c2n[nH]c(-c3ccccn3)n2)nc1,4&-3,130
O=C1/C(=C\c2cn(Cc3ccccc3F)c3ccccc23)SC(=S)N1c1ccc([N+](=O)[O-])cc1,-9,nt
Cc1ccc(S(=O)(=O)N(CC(=O)NCc2ccco2)Cc2ccc(F)cc2)cc1,4,nt
CNC(=O)c1ccc(Oc2ccc(C(=O)NC)cc2)cc1,3,109
O=C(c1cc(-c2ccco2)nn1-c1cccc(Cl)c1)N1CCCCC1,11,53
O=C1CC(N2CCN(C/C=C/c3ccccc3)CC2)C(=O)N1c1cc(Cl)cc(Cl)c1 (stereo not drawn),-3,nt
O=c1[nH]c(=O)n(-c2cccc(C(F)(F)F)c2)c(O)c1C=C1C=CC=N1,-2,nt
# Additional results
SMILES,HePTP inh,BAP1 inh
O=C(Nc1ccc(Cl)c(Cl)c1)c1cccc([N+](=O)[O-])c1,-13,nt
COc1ccc(C2CC(c3c(-c4ccccc4)c4cc(Br)ccc4[nH]c3=O)=NN2C(=O)c2ccncc2)cc1 (stereo not drawn),nt,98
Cc1ccccc1-n1nnc2c(=O)oc3ccccc3c21,7,87
COc1cc2ccccc2cc1C(=O)Nc1ccc(F)c([N+](=O)[O-])c1,-5,nt
O=CNC(NC(=S)Nc1cc(Cl)ccc1Cl)C(Cl)(Cl)Cl (stereo not drawn),0,nt
CC(=O)N1c2ccccc2C(C)=CC1(C)C,8,nt
CCOC(=O)C1=C(C)N=c2s/c(=C\c3ccccc3)c(=O)n2C1c1ccc(F)cc1 (stereo not drawn),2,nt
COc1ccc(/C=C/C(=O)NC(=S)Nc2c(C)cc(C)cc2[N+](=O)[O-])cc1OC,10,nt
O=C(c1n[nH]c(=O)c2ccccc12)N1CCOCC1,-8,100
NC(=O)CSc1nnc(-c2ccc(S(=O)(=O)N3CCCC3)cc2)n1CC1CCCO1 (stereo not drawn),-4,98
O=C1/C(=C\C=C\c2ccc([N+](=O)[O-])cc2)SC(=S)N1NS(=O)(=O)c1ccccc1,-6,nt
CCN(CC)C(=O)Cn1nc(-c2ccccc2O)nc1SCC(=O)Nc1ccc(OC)cc1,8,104
N#CCc1nc(-c2ccc3c(c2)Cc2ccccc2-3)cs1,nt,67
Cc1cccc(NC(=O)c2ccccc2O)c1C,15,88
O=C(Nc1nncs1)c1cc(-c2cccc(Br)c2)nc2ccccc12,-17,nt
Cc1[nH]c(=O)[nH]c(=O)c1S(=O)(=O)N1CCCC1,-2,71
Cc1ccc(CCNC(=O)C2CCN(S(=O)(=O)c3cccc4nsnc34)CC2)cc1,-6,71
CCCCN(C(=O)NC(=O)Nc1nc2ccc(OC)cc2s1)S(C)(=O)=O,-8,nt
COc1ccc(C2CC(c3ccccc3)=CC(O)(C(C)(C)C)C2C(=O)C(C)(C)C)cc1 (stereo not drawn),0,nt
O=C1CC(Nc2ccccc2)C(=O)N1c1ccc(N2CCOCC2)cc1 (stereo not drawn),10&-18,84
Nc1nc2nc(SCC(=O)N3CCCc4ccccc43)[nH]c2c(=O)[nH]1,5,94
CN(CCc1ccccn1)S(=O)(=O)c1ccc(F)cc1,12,97
COC(=O)C1C2C=CC3(CN(Cc4cccs4)C(=O)C13)O2 (stereo not drawn),3,101
CN1C(=O)CSc2ccc(NC(=O)Nc3ccccn3)cc21,1,95
CN1C(=O)NC(=O)/C(=C/c2ccc(-c3ccc(Cl)c(Cl)c3)o2)C1=O,13,nt
CS(=O)c1nc(-c2ccc(Br)cc2)cc(-c2ccccc2)c1C#N (stereo not drawn),5,235
CCOC(=O)c1c(C)n(C)c2ccc(OC)c(NC(=O)CCN3CCSCC3)c12,10,104
COc1ccc(-c2nc3c(n2O)CCCC3=O)cc1OC,-6,107
CCc1c(C)nc(SCC(=O)c2ccc(C)c(C)c2)[nH]c1=O,3,94
CC1(C)CC(=O)C2=C(C1)NC1=C(C(=O)CC(C)(C)C1)C2c1ccccc1OCc1ccccc1,2,nt

# Four of these compounds in a different format:
# Sequence of screens – HePTP inh | BAP1 inh
- Cc1[nH]c(=O)[nH]c(=O)c1S(=O)(=O)N1CCCC1
    -2 | 71
- Cc1ccc(CCNC(=O)C2CCN(S(=O)(=O)c3cccc4nsnc34)CC2)cc1
    -6 | 71
- CCCCN(C(=O)NC(=O)Nc1nc2ccc(OC)cc2s1)S(C)(=O)=O
    -8 | nt
- COc1ccc(C2CC(c3ccccc3)=CC(O)(C(C)(C)C)C2C(=O)C(C)(C)C)cc1 (stereo not drawn)
    0 | nt

# The list goes on:
SMILES,HePTP inh,BAP1 inh
COc1cccc(C(=O)/C=C/c2ccc(SC)cc2)c1,-9,nt
O=C1C2C(C(=O)N1/N=C/c1ccc(Br)cc1)C1C=CC2C12CC2 (stereo not drawn),-8,nt
O=C(NC(Nc1ccc([N+](=O)[O-])cc1)C(Cl)(Cl)Cl)c1cccc(I)c1 (stereo not drawn),-4,nt
CCC(C)NC(=O)C1CC(c2ccc(OC)cc2)=NO1 (stereo not drawn),9,89
CCOc1ccc(C(C)C)cc1S(=O)(=O)n1nc(C)cc1C,3,151
O=C(Nc1ccccc1C(=O)N1CCCCC1)c1ccccc1Cl,-13,nt
Cc1cc(=O)n2nc(N3CCC(C(=O)NC4CCCc5ccccc54)CC3)sc2n1 (stereo not drawn),-13,83
COCCCn1c(SCC(=O)N2CC(=O)Nc3ccccc32)nnc1-c1ccoc1C,1,100

# In the list so far, two have a tert-butyl group:
SMILES,HePTP inh,BAP1 inh
CC(C)(C)OC(=O)NCCc1nnc(SCC(=O)Nc2cccc(Cl)c2)o1,0,92
COc1ccc(C2CC(c3ccccc3)=CC(O)(C(C)(C)C)C2C(=O)C(C)(C)C)cc1 (stereo not drawn),0,nt
